Screening data: PubChem, several laboratories
TRPC4 inh: TRPC4 (mouse) channel inhibition | HEK293 TRPC4beta/mu-opioid, DAMGO-evoked Fluo4 calcium flux; stronger effect = lower value | 300,000 tested, 0.39% active | Q9QUQ5 | AID 2247 | B-score at 10 µM;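 active = B-score over 3 SD under the library average, no early fluorescence shift, positive overall ratio signal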
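Signal: kinetic Fluo4 fluorescence imaging of calcium influx. Material: stable TRPC4beta/mu-opioid receptor HEK293 cells. Probe or stimulus: DAMGO in two steps, submaximal then maximal.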
TRPC6 inh: mouse TRPC6 channel inhibition; Q61143; HEK293-TRPC6, membrane potential dye, ACh-evoked depolarization; stronger effect = lower value; B-score at 10 µM; 310,000 tested, 1.1% active; AID 2553;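 active = B-score under library mean minus 3 SD, initial fluorescence not abnormally high, positive integrated signal ratio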;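 note: B-score derived from integrated fluorescence ratio over the kinetic read; more negative B-score means stronger inhibition of depolarization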
Platelet DG rel: platelet dense granule release activity. 300,000 tested, 0.22% active. human platelet-rich plasma, SFLLRN dense granule ATP release, luminescence. inhibition, %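 (compounds screened at 7.5 µM in platelet-rich plasma)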;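 active = mean replicate score, as percent of positive control, at or above 50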
TRPC6 act: activators of mouse TRPC6 channel. HEK293-TRPC6 membrane potential dye fluorescence; stronger effect = higher value. B-score at 10 µM. 310,000 tested, 0.13% active;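 active = B-score of the integrated fluorescence ratio above library mean plus 3 SD, and starting fluorescence ratio within library mean plus 5 SD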;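 note: higher score means more depolarization so channel activation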
RGS4 pot: potentiators or activators of RGS4; HEK293 M3R/inducible RGS4, carbachol calcium flux Fluo4; stronger effect = lower value; B-score at 10 µM; 310,000 tested, 0.92% active;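 active = B-score of the integrated calcium signal more than 4 SD below the library mean, with starting fluorescence not abnormally high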;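 note: negative B-score means reduced calcium response which marks RGS4 activation or potentiation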
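test system = M3R-expressing HEK293 line, RGS4 induced by doxycycline | probe or stimulus = carbachol at ECmax as muscarinic agonist stimulus | timing = dye loading 30 min 37 °C, buffer rest 30 min RT | signal = calcium dye Fluo4 fluorescence | evaluation = B score from integrated fluorescence ratio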
HIF act: HIF pathway transcriptional activation. U2OS HRE-luciferase reporter, luminescence; normalized: DMSO 0%, desferrioxamine 100%. activation, % at 7.5 µM (by protocol). 300,000 tested, 0.32% active. AID 1910;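 active = mean activation of at least 10% of the iron chelator positive control signal, with at least half of replicates also reaching 10%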
MrgX1 agonist: agonists of human MrgX1 receptor | Q96LB2 | MrgX1-HEK293 cells, Fluo-4 calcium fluorescence, agonist mode; stronger effect = higher value | B-score at 10 µM | 310,000 tested, 0.44% active | AID 588627;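 active = calcium response B-score plate-corrected fluorescence ratio at least 3 library SD, with starting fluorescence B-score inside 5 SD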
Target sequence (Q96LB2 whole entry, looked up): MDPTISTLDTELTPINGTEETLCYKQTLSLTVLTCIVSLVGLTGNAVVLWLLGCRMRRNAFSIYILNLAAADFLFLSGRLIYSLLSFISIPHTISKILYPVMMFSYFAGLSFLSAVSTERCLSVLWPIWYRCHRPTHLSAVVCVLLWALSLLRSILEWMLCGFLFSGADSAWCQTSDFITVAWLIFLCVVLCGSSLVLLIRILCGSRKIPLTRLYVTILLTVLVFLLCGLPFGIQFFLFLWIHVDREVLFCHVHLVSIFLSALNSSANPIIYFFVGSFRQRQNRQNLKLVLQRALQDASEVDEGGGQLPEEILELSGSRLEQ
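System – MrgX1-expressing HEK293 cells · Incubation – cells plated overnight, dye loaded 0.5 h 37 °C, 0.5 h room temperature · Technique – kinetic Fluo-4 NW fluorescence of intracellular calcium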
MrgX1 antag: blocks BAM8-22 activation of human MrgX1 receptor. Q96LB2. MRGX1-HEK293 calcium flux, Fluo-4, BAM8-22 antagonism; stronger effect = lower value. B-score at 10 µM. 310,000 tested, 1.3% active. AID 588676;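 active = calcium-response B-score plate-corrected more than 3 library SD below zero, starting fluorescence within 5 deviations, no agonist response on first addition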;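 note: peak minus trough fluorescence over baseline after final BAM8-22 challenge near maximal dose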
RGS4 inh: human RGS4 inhibition. P49798. HEK293 M3R/RGS4 inducible, Fluo-4 calcium flux; stronger effect = higher value; triggered by carbachol at its EC20. B-score at 10 µM. 310,000 tested, 0.45% active. AID 463165;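 active = B-score, a plate-corrected calcium signal, over three deviations above library mean, with baseline fluorescence within five deviations of library mean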;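 note: RGS4 expression induced by doxycycline in cells with stable M3 receptor; B-score is computed from the integrated fluorescence ratio over baseline after carbachol; higher B-score means a larger calcium signal and so more RGS4 inhibition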
Target sequence (P49798 whole entry, looked up): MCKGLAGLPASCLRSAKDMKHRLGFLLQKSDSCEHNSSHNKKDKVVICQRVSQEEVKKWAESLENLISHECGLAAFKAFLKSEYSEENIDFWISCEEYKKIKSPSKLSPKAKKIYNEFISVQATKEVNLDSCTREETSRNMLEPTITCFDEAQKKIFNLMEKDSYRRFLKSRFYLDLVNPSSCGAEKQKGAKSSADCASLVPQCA
SKKanGAS inh: SKKanGAS growth inhibition; S. pyogenes SKKanGAS, kanamycin growth, BacTiter-Glo, 6 h; inhibition, % at 7.5 µM; 300,000 tested, 1.3% active; AID 1662;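 active = mean replicate score, as percent of positive control median, at least 50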;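 note: strain carries kanamycin resistance gene driven by streptokinase promoter and grows in 40 µg/ml kanamycin; loss of luminescence reflects streptokinase promoter inhibition or plain growth inhibition; 0% = median of DMSO wells and 100% = positive control at its reference dose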
MrgX1 allo act: allosterically activates human MrgX1 receptor signaling; MrgX1-HEK293, Fluo-4 calcium flux, FDSS; stronger effect = higher value; 310,000 tested, 0.63% active; B-score at 10 µM; Q96LB2; AID 588675;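 active = plate-corrected calcium response at least 3 library SD above typical, normal starting fluorescence, not activating the receptor alone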;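 note: compound read alongside a low EC10 to EC30 dose of BAM8-22 agonist; peak minus trough fluorescence over baseline measured at the second addition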
* marks the source's active call; other numbers are inactive results; i = inactive; / = no result given.

SMILES | TRPC4 inh | TRPC6 inh | Platelet DG rel | TRPC6 act | RGS4 pot | HIF act | MrgX1 agonist | MrgX1 antag | RGS4 inh | SKKanGAS inh | MrgX1 allo act
O=C(COc1ccc(S(=O)(=O)N2CCCC2)cc1Cl)NCc1cccnc1 | i | i | 9 | i | i | -0.3 | i | i | i | -9 | i
CCN(CC)CCNC(=S)Nc1ccc2nc3n(c(=O)c2c1)CCCCC3 | i | i | -4 | i | i | 0.3 | i | i | i | 2 | i
CCOc1ccc(N(CC(=O)Nc2ccccc2OC)S(=O)(=O)c2ccccc2)cc1 | i | i | 19 | i | i | 1.4 | i | i | i | 1 | i
Cc1ccc(NC(=O)CN2C(=O)CCSc3ccc(S(=O)(=O)N4CCCC4)cc32)cc1 | i | i | -5 | i | i | -0.3 | i | i | i | -6 | i
NS(=O)(=O)c1ccc(CNC(=O)/C=C/c2ccccc2)cc1 | i | i | 0 | i | i | -0.4 | i | i | i | 2 | i
Cc1ccc(-c2csc(NC(=O)/C=C/c3cccs3)n2)cc1C | i | i | 3 | i | i | -0.4 | i | i | i | 37 | i
COc1cc(S(=O)(=O)NC2CCSc3ccccc32)ccc1NC(C)=O (centres undefined) | i | i | -15 | i | i | -0.2 | i | i | i | 1 | i
COc1ccc(CN(C)CC(=O)NC(C)c2ccccc2)cc1OC (centres undefined) | i | i | -1 | i | i | 0.8 | i | i | i | -7 | i
Cc1nn(-c2ccccc2)c(C)c1/C=N/NC(=O)c1cc(-c2cccs2)[nH]n1 | i | i | 1 | i | i | 0.0 | i | i | i | 10 | i
CCOC(=O)c1sc2nc(CC(=O)OC)nc(NCC(=O)OC)c2c1C | i | i | -3 | i | i | -0.5 | i | i | i | 5 | i
COc1cc(C(=O)OCC(=O)N2CCN(C(C)=O)CC2)ccc1OCC(C)C | i | i | 0 | i | i | -1.7 | i | i | i | -13 | i
CCCCN1C(=O)c2ccc(C(=O)Nc3cccnc3)cc2C1=O | i | i | -2 | i | i | 0.0 | i | i | i | -8 | i
COc1ccc(OCc2cc(C(=O)N(C)Cc3cc(C)no3)no2)c(Cl)c1 | i | i | -2 | i | i | 2.6 | i | i | i | -5 | i
Cc1ccc(NC(=O)CSc2nnc(-c3ccncc3)n2C)cc1S(=O)(=O)N1CCOCC1 | i | i | 2 | i | i | 0.0 | i | i | i | 5 | i
Cc1cccc(Nc2cc(C)nc3ccccc23)c1 | i | -6* | 5 | i | i | -9.0 | i | i | i | -5 | i
O=C(NCCc1ccccc1)[C@@H]1CC=C[C@@H]2CCN(C3CCCCC3)C(=O)[C@@H]21 | / | i | -9 | i | i | -0.5 | i | i | i | 2 | i
NC(=NC(=O)c1ccccc1)N1N=CCC1c1ccccc1 (centres undefined) | i | i | 1 | i | i | -0.3 | i | i | i | -2 | i
CC1(C)CC(=O)C(C=Nc2ccc(Cl)cn2)=C(O)C1 | i | i | 5 | i | i | -3.0 | i | i | i | 0 | i
Cc1ccc(S(=O)(=O)NCC2CCCO2)cc1 (centres undefined) | i | i | 1 | i | i | 0.2 | i | i | i | -3 | i
Cc1ccc(S(=O)(=O)N(C)CCCC(=O)N2CCOCC2)cc1 | i | i | -1 | i | i | -0.4 | i | i | i | -3 | i
O=C(O)c1ccc2c(c1)N(Cc1ccc(F)cc1)C(=O)c1ccccc1S2 | i | i | 5 | i | i | -1.4 | i | i | i | 6 | i
COc1ccc(S(=O)(=O)N(C)C2CCN(C)CC2)cc1 | i | i | 0 | i | i | 0.0 | i | i | i | -1 | i
CSCCC(NC(=O)C12CC3CC(CC(C3)C1)C2)C(=O)OCC(=O)c1ccc(Cl)cc1 (centres undefined) | i | i | 7 | i | i | -1.1 | i | i | i | 15 | i
O=C1NC(c2ccccc2)=C(c2nc3ccccc3s2)C(c2ccc(F)cc2)N1 (centres undefined) | i | i | -4 | i | i | -1.9 | i | i | i | 24 | i
O=C(Nc1ccc(F)cc1)N1CCN2C(=O)c3ccccc3C12c1ccccc1 (centres undefined) | -6* | i | -1 | i | i | -0.3 | i | i | i | 2 | i
Cc1ccc(/C=C/C(=O)O)cc1S(=O)(=O)Nc1ccc(C(=O)O)cc1 | i | i | -1 | i | i | -0.5 | i | i | i | 0 | i
CCCCN(CCCNC(=O)C1CCCN(S(=O)(=O)CC)C1)Cc1ccccc1 (centres undefined) | i | i | -6 | i | i | -0.5 | i | i | i | -14 | i
COc1ccc(S(=O)(=O)N(C)c2ccc(C(=O)N3CCCCC3)cc2)cc1 | i | i | 6 | i | i | -0.1 | i | i | i | 15 | i
Cc1ccc(/C=C/c2nc3sc(C(=O)O)c(C)c3c(=O)[nH]2)cc1[N+](=O)[O-] | i | i | 1 | i | i | 0.1 | i | i | i | 20 | i
Clc1cccc(Cl)c1Cn1c(-c2cccnc2Cl)nc2ccccc21 | i | i | 14 | i | i | -0.7 | i | i | i | -1 | i

Individual results from the entries so far:
Reading for Cc1ccc(/C=C/c2nc3sc(C(=O)O)c(C)c3c(=O)[nH]2)cc1[N+](=O)[O-] under SKKanGAS inh: 20
Reading for NC(=NC(=O)c1ccccc1)N1N=CCC1c1ccccc1 (centres undefined) under SKKanGAS inh: -2

Next entries follow:
SMILES | TRPC4 inh | TRPC6 inh | Platelet DG rel | TRPC6 act | RGS4 pot | HIF act | MrgX1 agonist | MrgX1 antag | RGS4 inh | SKKanGAS inh | MrgX1 allo act
COc1cccc(/C=C2/SC(=S)N(CC(=O)NNC(=O)c3ccccc3OC)C2=O)c1 | i | i | -3 | i | i | 0.3 | i | i | i | 8 | i
COc1cccc(C2N=C(c3ccccc3C)NO2)c1OC (centres undefined) | i | i | 0 | i | i | 1.5 | i | i | i | 5 | i
CCOc1ccc(NC(=O)C(NC(=O)C2CCC(C)CC2)C(C)C)cc1 (centres undefined) | i | -5.7* | 11 | i | -7* | -1.1 | i | i | i | -7 | i
Cn1cccc1CC(=O)NNC(=O)Nc1cccc(Cl)c1 | i | i | 1 | i | i | 0.0 | i | i | i | 13 | i
O=C(O)Cc1ccc(NC(=O)c2ccc3c(c2)C(=O)N(Cc2ccco2)C3=O)cc1 | i | i | -2 | i | i | 0.1 | i | i | i | 0 | i
Brc1ccc2c(c1)C(c1cccnc1)=NNC(c1cccs1)=N2 | i | i | -18 | i | i | 0.7 | i | i | i | -4 | i
COc1ccc(/C=N/NC(=O)c2cccc(NC(=O)c3ccccc3Cl)c2)c(OC)c1 | i | i | 4 | i | i | -0.2 | i | i | i | 5 | i
Cn1c(=O)c2c(nc(SCCN3CCOCC3)n2Cc2ccccc2Cl)n(C)c1=O | i | i | 63* | i | i | 0.1 | i | i | i | -4 | i
CC(=O)NC(=S)Nc1sc2c(c1C(N)=O)CCC(C)C2 (centres undefined) | i | i | -6 | i | i | 2.3 | i | i | i | 1 | i
COc1cc(C2C(C(=O)c3ccc(C)o3)=C(O)C(=O)N2CCc2ccccc2)ccc1O (centres undefined) | i | i | 3 | i | i | 0.2 | i | i | i | 11 | i
Cn1cc(C(=O)OCC2CCN(CCNS(C)(=O)=O)CC2)c2ccccc21 | i | i | -4 | i | i | -0.1 | i | i | i | 3 | i
Cc1ccc(S(=O)(=O)c2c(C)nn(C(C)(C)C)c2OC(=O)C(C)(C)C)cc1 | i | i | 0 | i | i | 0.2 | i | i | i | -5 | i
Cc1cc(C)cc(OCC(O)CN2C(=O)NC(C)(C)C2=O)c1 (centres undefined) | i | i | 4 | i | i | -0.5 | i | i | i | -1 | i
O=C(CCN1C(=O)C2C3C=CC(C3)C2C1=O)NCCN1CCCc2ccccc21 (centres undefined) | i | i | -6 | i | i | -0.7 | i | i | i | 18 | i
Cc1csc2nc(O)c(C(=O)NCCC3=CCCCC3)c(=O)n12 | i | i | 1 | i | i | -16 | i | i | i | 43 | i
CC1(c2ccccc2Cl)NC(=O)N(CC(=O)N2CCN(S(=O)(=O)c3ccccc3)CC2)C1=O (centres undefined) | i | i | -1 | i | i | 0.2 | i | i | i | 16 | i
COc1ccc(C(=O)CSc2nnc(-c3ccoc3C)n2CC2CCCO2)cc1 (centres undefined) | i | i | / | i | i | 0.3 | i | i | i | 0 | i
COc1cc(NS(=O)(=O)c2ccc(N/C=C(\C#N)c3nc4ccccc4o3)cc2)nc(OC)n1 | i | i | 0 | i | i | 1.3 | i | i | i | 15 | i
Cc1ccc(-c2nc(-c3cccnc3)sc2CC(=O)Nc2ccc3nc(C)sc3c2)cc1 | i | i | -10 | i | i | -1.5 | i | i | i | 41 | i
N=c1c(C(=O)NCCc2ccccc2)cc2c(=O)n3ccccc3nc2n1CCCN1CCOCC1 | i | i | 1 | i | i | -1.7 | i | i | i | -4 | i
Cc1ccc(NC(=O)CCC(=O)OCC(=O)c2ccc(Oc3ccc([N+](=O)[O-])cc3)cc2)c(C)c1 | i | i | -6 | i | i | -0.6 | i | i | i | 2 | i
COc1ccc(-c2c(NC(=O)CC(C)C)n(C)c3ccccc3c2=O)cc1OC | i | i | 6 | i | i | 1.3 | i | i | i | 2 | i
CCCNC(=O)c1ccc(CN2CCOCC2)cc1 | i | i | 6 | i | i | -0.2 | i | i | i | 1 | i
Cn1ncc(Br)c1C(=O)NC1CCCC1 | i | i | -12 | i | i | 0.3 | i | i | i | -6 | i
CCc1nnc(NC(=O)C2CCC2)s1 | i | i | -3 | i | i | -0.5 | i | i | i | 0 | i
CCOC(=O)c1c(NC(=O)C2C3C=CC(C3)C2C(=O)O)sc2c1CCC(CC)C2 (centres undefined) | i | i | 1 | i | i | -0.3 | i | i | i | 4 | i
COc1ccc(NC(=O)C2CCCN(S(=O)(=O)c3ccc4c(c3)CC(C)N4C(C)=O)C2)cc1 (centres undefined) | i | i | -34 | i | i | 0.3 | i | i | i | 2 | i
Cc1[nH]c(C(=O)O)c(C#N)c1C(=O)c1ccccc1 | i | i | 2 | i | i | -0.8 | i | i | i | 0 | i
CCOC(=O)N1CCN(C(=O)Cn2ncc3ccccc32)CC1 | i | i | 6 | i | i | / | i | i | i | 1 | i
CNC(=O)c1sccc1SCc1ccc(Cl)cc1Cl | i | i | -9 | i | i | 0.0 | i | i | i | -1 | i
COc1ccc(-c2cc(C(F)(F)F)nc(N3CCN(C)CC3)n2)cc1OC | i | i | -6 | i | i | -0.2 | i | i | i | -1 | i
